Bioassay records (PubChem)
MOR-DOR ag: agonists of human mu-delta opioid receptor heterodimerization. P35372+P41143. activation, % at 9.3 µM. cells, OPRM1-OPRD1 heterodimerization, luminescence. 0.3% of 340,000 active; in the data active = activation above about 18%;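 also: 0% = vehicle-treated cells and 100% = reference agonist; values of inactives mirror those of a sister screen read the other way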
AddAB inh: less growth of phage-infected E. coli with AddAB; AID 435030; inhibition, % at 11.9 µM; 0.29% of 330,000 active; E. coli expressing H. pylori AddAB, absorbance growth; in the data active = inhibition above about 12%;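 also: 0% = vehicle wells of infected cells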
Mot1-301 SUMO: blocks SUMOylation pathway, rescuing yeast Mot1-301 growth. S. cerevisiae Mot1-301 growth rescue, ATP luminescence, 38.5C; percent above DMSO median, 100 means doubled. growth rescue, % at 18.8 µM. 1% of 320,000 active;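 active = every valid replicate shows activation above 250% relative to neutral control wells; inactive = the rest, any valid replicate at or below 250%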;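 also: OY570 slx delta 5 strain wells were the positive control but not used for scaling; some compounds called inactive have numbers as strong as hits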
Arr AP2 block: blocks beta-arrestin peptide binding to AP2 adaptin | FITC-arrestin peptide / GST-AP2 beads, flow cytometry; AP2 beta2 appendage carries R879A mutation | inhibition, % at 10 µM | 0.31% of 340,000 active;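 active = inhibition above a set limit, near 3 SD of compounds lacking own fluorescence, cut at about 54% in these data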;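 also: plate controls were DMSO wells for no effect and 5 µM unlabelled arrestin peptide for full effect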
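System: GST-AP2 R879A glutathione beads; medium: PBS, Tween 20 0.05%, BSA 0.1%; reagent: fluorescein-tagged arrestin peptide at 50 nM final; schedule: pre-incubation 12 min, peptide binding 1 h, room temperature; detection: flow cytometry, FL1 (488/535 nm); read-out: inhibition as reduced fluorescein signal on beads, percent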
PKA-R1A act: activators of PKA-R1A complex | P00514+P68181 | PKA-R1A dissociation, Cy5-IP20 fluorescence polarization; scaled: DMSO 0%, 113 µM cGMP 100% | activation, % at 11.4 µM | 0.083% of 340,000 active | AID 504707;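 active = percent activation above the mean of all tested compounds plus 3 SD, cut at about 19% in these data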;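 also: higher means more PKAc released from R1A so a rise in polarization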
phage Ecoli inh: E. coli growth loss with phage present; growth absorbance; inhibition, % at 11.9 µM; 0.26% of 360,000 active; in the data active = inhibition above about 11%
Tat transport: inhibitors of E. coli Tat protein transport | E. coli MC4100 TorA-mCherry Tat export, fluorescence | inhibition, % at 10 µM | 0.036% of 340,000 active | AID 488895;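 active = mean replicate inhibition at least 50% and at least half of replicates individually reaching 50%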;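 also: exported cargo escapes ClpAP degradation while cytoplasmic cargo is degraded and loses fluorescence; 0% = median of neutral control wells and 100% = median of NaSCN control wells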
DSG3 Ab inh: inhibitors of pemphigus antibody binding to human desmoglein-3. 0.48% of 310,000 active. P32926. binding (percent of control), % at 10 µM. DSG3-coupled beads, scFv-anti-DSG3-GFP binding, flow cytometry; hits give low values. AID 588358;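 active = binding more than 3 SD below its plate's average and above zero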;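 also: hits lower antibody fragment binding to DSG3; some compounds called inactive have numbers as strong as hits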
Target sequence (P32926 whole entry, looked up, the tested form may be a part): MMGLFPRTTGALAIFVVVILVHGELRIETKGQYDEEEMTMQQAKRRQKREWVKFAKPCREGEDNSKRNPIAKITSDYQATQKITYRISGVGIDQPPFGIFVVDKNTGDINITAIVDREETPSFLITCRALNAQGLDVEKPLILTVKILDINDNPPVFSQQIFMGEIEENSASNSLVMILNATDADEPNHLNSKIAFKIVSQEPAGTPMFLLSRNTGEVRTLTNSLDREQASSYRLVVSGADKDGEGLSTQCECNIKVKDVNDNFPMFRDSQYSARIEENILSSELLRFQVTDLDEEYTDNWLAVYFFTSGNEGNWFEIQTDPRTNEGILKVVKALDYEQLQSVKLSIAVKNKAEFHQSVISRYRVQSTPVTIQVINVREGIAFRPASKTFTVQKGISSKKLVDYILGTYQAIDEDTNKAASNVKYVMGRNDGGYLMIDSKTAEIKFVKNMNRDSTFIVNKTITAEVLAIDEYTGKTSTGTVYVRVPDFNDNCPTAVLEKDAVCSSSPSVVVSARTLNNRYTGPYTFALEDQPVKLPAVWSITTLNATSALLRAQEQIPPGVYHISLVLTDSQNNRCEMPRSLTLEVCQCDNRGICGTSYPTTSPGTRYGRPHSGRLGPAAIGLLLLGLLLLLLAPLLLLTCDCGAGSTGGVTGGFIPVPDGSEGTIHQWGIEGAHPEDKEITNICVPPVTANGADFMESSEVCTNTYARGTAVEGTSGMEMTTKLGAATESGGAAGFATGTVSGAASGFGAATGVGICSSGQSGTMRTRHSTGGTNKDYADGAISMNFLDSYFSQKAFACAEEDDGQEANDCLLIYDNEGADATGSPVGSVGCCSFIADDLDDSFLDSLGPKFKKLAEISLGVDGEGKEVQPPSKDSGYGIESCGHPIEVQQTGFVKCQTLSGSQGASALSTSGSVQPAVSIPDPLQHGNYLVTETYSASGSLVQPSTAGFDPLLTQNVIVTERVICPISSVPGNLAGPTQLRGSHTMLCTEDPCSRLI
E coli growth: bacterial growth inhibition, counter-screen for AddAB inhibitors; inhibition, % at 11.9 µM; 0.27% of 330,000 active; E. coli V3065 growth, OD600 absorbance, 18 h;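 active = inhibition above the campaign's mean inhibition across all tested compounds plus 3 SD, cut at about 9.9% in these data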;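 also: uninfected addAB+ strain grown without phage in ampicillin broth; 0% = DMSO wells and 100% = ciprofloxacin 0.95 µg/ml wells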
OPRM1-OPRD1 inv: mu-delta opioid heterodimer inverse agonism. 0.21% of 340,000 active. cell-based MOR-DOR heterodimer luminescence. inhibition, % at 9.3 µM. AID 504357; in the data active = inhibition above about 22%, passing the limit was not always enough;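 also: 0% = cells with DMSO and 100% = wells without cells with DMSO; values of inactives mirror those of a sister screen read the other way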
PfHsp90 yeast 2: inhibits growth of yeast expressing Plasmodium falciparum Hsp90; S. cerevisiae expressing PfHsp90, BacTiter-Glo ATP, 48 h; yeast lacking PDR1 and PDR3 efflux regulators; inhibition, % at 9.4 µM; 0.32% of 310,000 active;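 active = every replicate shows inhibition above about 80%, whatever the replicate mean, limit read from the data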;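 also: 0% = DMSO neutral controls and 100% = 20 µM radicicol positive controls; yeast relying on Plasmodium falciparum Hsp90 in place of its own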
Numbers without * were called inactive; i = inactive; nt = no result given.

SMILES	MOR-DOR ag	AddAB inh	Mot1-301 SUMO	Arr AP2 block	PKA-R1A act	phage Ecoli inh	Tat transport	DSG3 Ab inh	E coli growth	OPRM1-OPRD1 inv	PfHsp90 yeast 2
Cc1ccccc1CN1C(=O)C2(OCCCO2)c2ccccc21	0.6	0.2	nt	-4	-4	nt	-5	104	-3.4	-3	-8
N#Cc1c(N)sc2c1CCCCCC2	5.5	0.8	9	0	-5	3.6	2	99	3.8	-31	nt
CCn1c(=O)c(C(=O)CN2CCN(S(=O)(=O)c3ccc(C)cc3C)CC2)c(N)n(Cc2ccccc2)c1=O	2.8	5.3	7	-1	-4	2.5	5	131	-1.6	-15	6
CCOc1ccc(C(C)NC(=O)c2cccs2)cc1OCC (centres undefined)	nt	1.7	231	6	nt	2.5	nt	107	1.5	nt	nt
O=C(NCCCN1CCCC1=O)c1cccc(Oc2ccccc2)c1	0.0	4.2	10	-2	9	3.2	-1	103	-2.2	0	1
CN1C(=O)/C(=C/c2ccc(OCc3ccc(F)cc3)cc2)N(C)C1=S	-3.3	2.4	0	12	7	3.9	-2	100	-1.1	15	-15
CC(C)Oc1ccc(S(=O)(=O)N2CCOCC2)cc1NC(=O)c1ccc(N2CCCC2=O)cc1	-1.6	3.5	7	-5	12	-1.7	1	107	2.1	9	8
Cc1cc(S(=O)(=O)n2ccnc2)c(Cl)cc1Cl	-1.7	2.7	1	12	-2	3.6	-3	102	1.1	10	13
COc1cccc(CN2CCN(Cc3ccc4c(NC(C)=O)cccc4n3)CC2CCO)c1 (centres undefined)	-0.5	0.6	13	1	-6	-0.9	-4	91	-0.9	3	9
COc1cccc(-c2coc3cc4oc(=O)c(CCC(=O)O)c(C)c4cc23)c1	-2.0	-2.4	27	-16	-2	-1.2	-4	98	-1.6	11	-5
COC(=O)c1cccc(NC(=S)Nc2ccccc2Cl)c1	-1.7	2.1	-2	8	4	4.0	-2	99	-3.3	9	6
CCOc1ccc(CNC(=O)Cn2c(=O)c3cccn3c3ccccc32)cc1	-3.1	2.4	-7	-1	-16	1.5	4	103	-1.6	16	-12
CC12CCC(C(=O)Nc3cc(Cl)ccc3Cl)(C(Br)C1=O)C2(C)C (centres undefined)	-0.5	4.0	17	10	-5	0.6	9	99	-2.4	2	7
CCc1ccc(NC(=O)c2cnccn2)cc1	-2.9	-0.1	-10	-9	-8	3.2	-3	93	1.7	14	-3
COc1ccc(C(=O)NC(=S)Nc2ccc(CN3CCOCC3)cc2)cc1OC	nt	5.2	7	49	nt	3.6	nt	102	-1.5	nt	nt
COCc1n[nH]c(=S)n1-c1ccccc1	-0.3	4.4	40	8	0	2.9	-4	90	0.6	2	-6
O=[N+]([O-])c1ccc(NCc2ccccc2N2CCC(CO)CC2)nc1	-1.7	-0.2	1	9	-8	5.0	-1	98	0.5	10	7
Nn1c(Cc2ccccc2)nc2cc(Cl)ccc2c1=O	-2.1	1.3	-20	4	-5	3.3	7	100	-0.5	10	3
Cc1ccc(N(CC(=O)NCc2ccc(F)cc2)C(=O)c2snc(C(N)=O)c2N)cc1C	0.8	3.2	34	0	-1	0.9	7	112	-0.1	-7	8
COc1ccc(S(=O)(=O)N(C)c2ccc(C(=O)Nc3ccccc3C(=O)N3CCOCC3)cc2)cc1	-2.5	1.3	2	21	5	0.0	-7	114	0.0	13	-14
CCOC(=O)c1oc2ccc(S(=O)(=O)n3nc(-c4ccc(Cl)cc4)cc3N)cc2c1C	-2.5	1.2	-5	9	4	1.9	-10	87	0.5	15	-21
O=C(COC(=O)Cc1c(Cl)cccc1Cl)Nc1ccc2[nH]c(=O)[nH]c2c1	0.2	0.3	216	25	-12	2.4	-4	99	-0.9	-1	nt
CCC(Sc1nc2cc3c(cc2c(=O)n1Cc1ccco1)OCO3)C(=O)NCCOC (centres undefined)	-2.7	2.9	7	11	2	-2.9	16	nt	1.6	14	nt
COc1ccc(OC)c(S(=O)(=O)Nc2c(NC3CCCCC3)c3ccccc3oc2=O)c1	-1.4	1.9	nt	28	-2	nt	8	97	-3.4	7	-7
O=C(O)c1cc(N/C(=N\S(=O)(=O)c2ccc(F)cc2)c2ccccc2)ccc1O	-2.1	nt	nt	1	-7	3.5	5	102	nt	10	4
Other structures
SMILES	MOR-DOR ag	AddAB inh	Mot1-301 SUMO	Arr AP2 block	PKA-R1A act	phage Ecoli inh	Tat transport	DSG3 Ab inh	E coli growth	OPRM1-OPRD1 inv	PfHsp90 yeast 2
S=C(NCCN1CCOCC1)N1CCN(c2cccc(Cl)c2)CC1	2.3	-0.3	10	-17	-2	0.0	7	125	1.7	-14	-15
O=C(COC(=O)c1ccc([N+](=O)[O-])cc1)Nc1cccnc1Cl	-0.3	5.3	180	31	4	1.0	-5	nt	-2.4	2	7
CCc1[nH]nc2c1C(c1cccc(OC(=O)N3CCOCC3)c1)C(C#N)=C(N)O2 (centres undefined)	-0.1	-1.1	-2	-13	6	1.9	3	101	1.2	0	4
O=C(CNS(=O)(=O)c1ccc(Br)cc1)NC1CCCC1	-0.7	2.1	-22	3	10	1.9	4	nt	-1.6	4	22
CCc1ccc(NC(=O)CCN2C(=O)c3cccnc3C2=O)cc1	-1.4	1.4	-8	-4	5	-0.8	0	95	1.0	7	-31
CCS(=O)(=O)N1Cc2ccccc2CC1C(=O)N(C)CC(=O)Nc1ccc(F)c(F)c1F (centres undefined)	1.9	1.6	i	23	9	0.2	-7	106	0.1	-10	15
Cc1c(C(=O)NCCN2CCOCC2)oc2ccccc12	-1.7	2.0	-4	-12	1	2.1	13	99	-0.3	9	69
O=[N+]([O-])c1ccc(Sc2cccc3cccnc23)cc1	0.6	4.6	8	-2	1	1.6	6	100	2.3	-3	-29
CCOc1ccc2[nH]c(=O)c(CN(CCc3ccccc3)C(=O)N3CCOCC3)cc2c1	-2.0	-0.3	-8	0	-4	2.9	8	100	-1.0	11	-25
COc1ccc(S(=O)(=O)N2CCN=C2SCc2cccc(F)c2)cc1	-1.2	0.6	33	-3	0	1.6	19	nt	3.6	6	-8
O=C(/C=C/c1ccccc1Cl)N(c1ccccn1)C1CCCCC1	1.3	1.4	5	-2	5	3.9	-2	113	-0.9	-7	13
Cc1ccc(/C=N/NC(=O)CSc2nnc(-c3ccc(Cl)cc3)n2-c2ccccc2)o1	17	4.8	-9	nt	8	-0.1	3	100	2.0	-90	0
Clc1cccc(Cl)c1/C=C/c1ccn[nH]1	-0.1	0.5	386	-3	2	0.3	0	112	-3.3	1	-15
COc1cc(C2c3[nH]c4ccccc4c3C[C@@H]3C(=O)N(Cc4ccco4)CC(=O)N23)cc(OC)c1OC (some centres undefined)	-1.0	-2.0	14	-5	-20	2.2	0	94	-2.7	4	-8
CC1CCC(NC(=O)c2ccc(NC(=O)CC3SC(N4CCCC4)=NC3=O)cc2)CC1 (centres undefined)	-1.7	2.2	-1	-5	2	1.5	-1	105	0.2	11	28
COC(=O)c1cc(OC)nc2ccc(Br)cc12	-0.5	2.6	-3	-11	-3	2.1	-1	nt	2.9	2	1
O=S(=O)(NC1c2cccc3cccc(c23)C1N1CCNCC1)c1ccccc1 (centres undefined)	-1.3	2.6	-7	29	-2	3.2	-5	105	0.7	7	nt
CCOC(=O)Oc1ccc2c(c1)C(C)=CC(C)(C)N2C(=O)OCC	4.4	0.5	0	2	3	1.6	7	98	-0.7	-26	-17
NC(=O)c1ccc(Oc2ccc(Cl)cc2)c([N+](=O)[O-])c1	-0.8	1.8	-15	-6	2	1.9	-3	107	-2.9	4	-11
CCOC(=O)C(=CNc1ccccc1Cl)C(=O)OCC	2.2	nt	nt	-20	-10	1.4	-4	90	nt	-12	5
Cc1ccccc1CN(C)c1ccc(S(=O)(=O)N2CCN(C)CC2)cn1	-1.7	0.9	14	-9	4	2.2	16	nt	-0.2	7	-7
COc1ccc(CN2CCN(S(=O)(=O)c3ccc(C)cc3)CC2)cc1OC	-0.7	-1.1	10	13	-5	1.3	4	105	2.4	3	2
Cc1ccsc1C(=O)NNC(=O)CCN1CCN(c2ccccc2)CC1	5.0	2.0	10	3	-8	2.4	8	99	1.2	-34	-6
CC1CCN(CCNC(=O)CN(C)S(=O)(=O)c2cccc3nsnc23)CC1	-1.4	-1.6	-19	24	-5	3.1	-10	102	0.5	9	10
O=C(NC1CCCCC1)NS(=O)(=O)c1ccc2c(c1)CCC2	-2.7	nt	nt	5	-2	-0.4	-2	96	nt	12	-38
Next part
SMILES	MOR-DOR ag	AddAB inh	Mot1-301 SUMO	Arr AP2 block	PKA-R1A act	phage Ecoli inh	Tat transport	DSG3 Ab inh	E coli growth	OPRM1-OPRD1 inv	PfHsp90 yeast 2
CC1CCCN(c2nc3nonc3nc2Nc2ccccc2F)C1 (centres undefined)	1.5	1.8	-3	17	-10	0.7	2	105	1.8	-8	3
Cc1c(Cl)cccc1NC(=O)c1cccnc1	-2.0	2.5	11	37	1	0.7	-5	120	1.9	10	10
CN(CC(=O)Nc1ccc(N2CCOCC2)cc1)C(=O)c1cc(S(=O)(=O)N(C)C)ccc1Cl	-4.5	-1.0	13	16	1	1.8	-2	102	0.8	25	5
O=C(NC(=S)NCC1CCCO1)c1cccc([N+](=O)[O-])c1 (centres undefined)	-1.1	1.9	6	-8	-4	2.7	2	100	1.3	7	-3
COc1ccccc1NC(=O)CSc1nc2sc(C)c(C)c2c(=O)n1Cc1ccco1	-2.4	-0.3	56	0	-4	1.1	4	89	0.1	12	nt
COc1ccc(NC(=O)C2CC(=O)N(C)C(=Nc3ccc4c(c3)OCO4)S2)cc1 (centres undefined)	0.7	2.0	-2	28	-11	1.4	0	97	-0.7	-4	nt
COc1ccccc1N1CCN(C(=O)CCC(=O)N2CCN(c3ccccc3OC)CC2)CC1	0.2	1.7	-16	-12	-3	1.3	-1	101	1.8	-1	-2
C[N+](C)(CC#Cc1ccccc1)CC(=O)c1ccccc1	-0.4	2.5	18	36	8	5.1	-5	106	0.4	2	-4
Cc1ccc(N(C(=O)c2ccc(Br)o2)C2C=CS(=O)(=O)C2)cc1 (centres undefined)	-2.6	3.0	117	3	-5	1.4	-8	109	1.5	13	-3
Cc1cc(S(=O)(=O)N2CCOCC2)ccc1OCC(=O)Nc1cccc(F)c1	0.1	0.5	-4	29	4	1.7	1	96	0.3	0	-7

Entries of single compounds, looked up by structure. Order of screens: MOR-DOR ag, AddAB inh, Mot1-301 SUMO, Arr AP2 block, PKA-R1A act, phage Ecoli inh, Tat transport, DSG3 Ab inh, E coli growth, OPRM1-OPRD1 inv, PfHsp90 yeast 2
Listed for `Cc1ccc(N(C(=O)c2ccc(Br)o2)C2C=CS(=O)(=O)C2)cc1` (centres undefined) : -2.6, 3.0, 117, 3, -5, 1.4, -8, 109, 1.5, 13, -3
Listed for `Cc1cc(S(=O)(=O)N2CCOCC2)ccc1OCC(=O)Nc1cccc(F)c1` : 0.1, 0.5, -4, 29, 4, 1.7, 1, 96, 0.3, 0, -7
Listed for `CC1CCCN(c2nc3nonc3nc2Nc2ccccc2F)C1` (centres undefined) : 1.5, 1.8, -3, 17, -10, 0.7, 2, 105, 1.8, -8, 3
